JMJD2A Tudor: inhibitors of human JMJD2A Tudor domain; AID 504339; O75164; 4.4% of 390,000 active; AlphaScreen JMJD2A-Tudor / H3K4me3 peptide binding; Potency, µM (series often up to 114 µM), inactives show at the highest dose activity change, negative = inhibition, most hits filed as inhibitors; note: potency is the fitted concentration of half-maximal effect; % is set by controls: 0 for no effect and ±100 for the full control effect; nearly all actives have a fitted effect of over 50% in size
BAZ2B block: BAZ2B (human) inhibition | AID 504333 | Potency, µM (doses to about 114 µM), for inactives: at the highest dose activity change, negative = inhibition, hits mostly inhibitors | Q9UIF8 | AlphaScreen BAZ2B-H3K14Ac peptide displacement | 4.4% of 360,000 active; note: potency is the fitted concentration of half-maximal effect; % is set by controls: 0 for no effect and ±100 for the full control effect; nearly all actives have a fitted effect of over 60% in size
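Protein-peptide AlphaScreen: BAZ2B 50 nM, b-H3K14Ac 50 nM, 1x PBS pH 7.4 + 0.01% Tween-20. Preincubation 30 min RT; cpd 30 min RT (top 110 uM); beads 20 min RT, light-protected.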
PGK inhibitor: inhibitors of T. brucei phosphoglycerate kinase; 0.043% of 380,000 active; P07378; PGK/GAPDH coupled, Kinase-Glo luminescence, 60 min; AID 602233; Potency, µM (doses to about 57.5 µM), without a hit: at the top dose activity change, negative = inhibition, usual class: inhibitors; note: potency is the fitted concentration of half-maximal effect; % is set by controls: 0 for no effect and ±100 for the full control effect; nearly all actives have a fitted effect of over 60% in size
Target sequence (P07378 whole entry, looked up): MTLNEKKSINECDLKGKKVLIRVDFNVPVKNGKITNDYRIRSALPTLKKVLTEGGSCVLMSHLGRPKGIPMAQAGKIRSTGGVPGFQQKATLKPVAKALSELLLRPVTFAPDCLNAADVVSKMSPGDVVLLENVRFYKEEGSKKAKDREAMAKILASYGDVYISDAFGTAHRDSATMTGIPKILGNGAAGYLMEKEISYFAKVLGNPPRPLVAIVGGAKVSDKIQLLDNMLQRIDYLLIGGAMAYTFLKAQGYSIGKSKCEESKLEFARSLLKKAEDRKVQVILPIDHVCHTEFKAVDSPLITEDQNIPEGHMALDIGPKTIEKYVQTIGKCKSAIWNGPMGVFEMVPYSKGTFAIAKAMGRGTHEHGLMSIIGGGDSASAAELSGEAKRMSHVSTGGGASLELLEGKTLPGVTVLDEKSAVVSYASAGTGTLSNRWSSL
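Recombinant glycosomal PGK reaction used 1,3-bisphosphoglycerate generated in-well by GAPDH (100nM final) in 100mM TEA pH 7.6, 5mM MgCl2, 0.01% Tween-20. After 60 minutes at room temperature, ATP was read by Kinase-Glo Plus luminescence end-point.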
GLS inhibitor: glutaminase GLS (human) inhibition; Potency, µM (highest dose often 45.5 µM), for inactives: at the highest dose activity change, negative = inhibition, usual class: inhibitors; 0.21% of 410,000 active; O94925; GLS enzymatic activity, qHTS titration; note: potency is the fitted concentration of half-maximal effect; % is set by controls: 0 for no effect and ±100 for the full control effect
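hKGA in 45 mM KH2PO4 pH 8.2, 0.02% Tween-20 with pin-transferred compounds; 1 mM L-glutamine (stock) plus glutamate oxidase/HRP/Amplex Red coupling added. Fluorescence read initially and after 30 min at RT.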
PI4K2A block: inhibitors of human PI4K2A; Q9BTU6; purified PI4K2A, ADP-Glo luminescence, 1 h; active compounds read low; activity change, negative = inhibition, % at 76.9 µM; 0.13% of 420,000 active; AID 1346378; in the data active = activity change below about -50%; inconclusive = mostly about -30% to -49%;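 note: -100% = wells without enzyme as full effect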
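In this quantitative HTS, ADP production by PI4K2A was quantified luminescently after 1 h at ambient temperature; 100 microM adenosine served as plate-quality control.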
Pin1 inhibitor: inhibitors of human Pin1; Pin1 FP peptide displacement, HiFluor488, 10 min; Potency, µM (doses to about 115 µM), for the others: at the top dose activity, negative = inhibition, most hits filed as inhibitors; 0.009% of 390,000 active; active = well fitted inhibition curve with a large enough effect in the polarisation, with a control signal flat, not every such curve was filed as active; inconclusive = small, poorly fitted or top-dose-only effect, or effect the other way, or a change in a side signal; inactive = no such curve, though single readings can be large or run the other way; the % refers to the polarisation; note: potency is the fitted concentration of half-maximal effect; % is set by controls: 0 for no effect and ±100 for the full control effect
Pol eta inh: DNA polymerase eta (human) inhibition; Q9Y253; recombinant Pol eta, fluorescent DNA replication assay; Potency, µM (highest dose often 114 µM), without a hit: at the highest dose activity change, negative = inhibition, most hits filed as inhibitors; 1.2% of 390,000 active; note: potency is the fitted concentration of half-maximal effect; % is set by controls: 0 for no effect and ±100 for the full control effect
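Fluorescent replication assay: 50 nM final substrate added after a 15 min room-temperature compound preincubation with 10 nM enzyme. Signal taken at 0 min and again at 10 min.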
G9a block: G9a (human) methyltransferase inhibition; Q96KQ7; G9a H3K9 monomethylation, AlphaScreen, 2 h; Potency, µM (series often up to 102 µM), without a hit: at the highest dose activity, negative = inhibition, most hits filed as inhibitors; 8.8% of 350,000 active; AID 504332; note: potency is the fitted concentration of half-maximal effect; % is set by controls: 0 for no effect and ±100 for the full control effect; nearly all actives have a fitted effect of over 75% in size
Target sequence (Q96KQ7 913-1193 limits assumed): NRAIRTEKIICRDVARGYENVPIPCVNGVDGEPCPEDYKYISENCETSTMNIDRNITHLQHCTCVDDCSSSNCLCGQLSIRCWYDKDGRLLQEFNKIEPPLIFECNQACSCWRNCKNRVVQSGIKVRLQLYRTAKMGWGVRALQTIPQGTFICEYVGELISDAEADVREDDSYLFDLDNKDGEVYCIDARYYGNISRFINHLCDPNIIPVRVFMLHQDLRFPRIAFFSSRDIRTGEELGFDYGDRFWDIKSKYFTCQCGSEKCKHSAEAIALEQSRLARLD
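Chemiluminescent proximity detection of H3K9 monomethylation, read after 10 min bead incubation in the dark. Reaction: 20 nM G9a, 500 nM biotin-H3K9 peptide, 20 uM SAM cofactor, 2 h, room temperature, following 15 min enzyme-compound preincubation.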
HP1b binding inh: HP1-beta chromodomain-methylated histone interaction inhibition; P83916; 0.56% of 390,000 active; AID 540317; Potency, µM (doses to about 114 µM), inactives show at the top dose activity change, negative = inhibition, actives largely listed as inhibitors; AlphaScreen HP1-beta / biotin-H3K9me3 peptide binding; note: potency is the fitted concentration of half-maximal effect; nearly all actives have a fitted effect of over 70% in size; inactives centre near 23
Target sequence (P83916 whole entry, looked up): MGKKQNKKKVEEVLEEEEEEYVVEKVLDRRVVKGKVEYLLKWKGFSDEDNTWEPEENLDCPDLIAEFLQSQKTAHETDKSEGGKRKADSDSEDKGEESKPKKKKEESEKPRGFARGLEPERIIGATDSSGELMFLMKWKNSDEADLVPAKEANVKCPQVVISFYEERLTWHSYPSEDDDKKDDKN
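Compound inhibition of the preformed complex between 50 nM HP1-beta and 50 nM biotinylated H3K9me3 peptide was read by AlphaScreen. Buffer was PBS pH 7.4 with 0.01% Tween-20. Incubations ran 30 min at room temperature, with 10 ug/mL donor/acceptor beads.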
* = called active by the depositor; i = inactive; ? = inconclusive; / = no result given; [ ] = another dose, or the depositor's remark. Unless noted, calls come from the whole dose curve; as a rule, active = well fitted curve in the direction sought with a large enough effect; inconclusive = small, poorly fitted or top-dose-only effect, or another doubt; inactive = no such curve, though single readings can be large; an effect the other way counts as inactive or inconclusive. Some of the compounds tested; the hit share may differ from the screen's.

| JMJD2A Tudor | BAZ2B block | PGK inhibitor | GLS inhibitor | PI4K2A block | Pin1 inhibitor | Pol eta inh | G9a block | HP1b binding inh | Compound |
| --- | --- | --- | --- | --- | --- | --- | --- | --- | --- |
| -30% | -1% | i | 3% | 0 | -11% | 8% | ? | 10% | COCCSc1ccccc1C(=O)NCc1ccco1 |
| -14% | -10% | -4% | 1% | 6 | 6% | -15% | -14% | ? | Cc1cc(C)cc(N(CC(=O)NCc2ccco2)C(=O)CCC(=O)Nc2ccccn2)c1 |
| -4% | / | -7% | -1% | -1 | -1% | -16% | / | 11% | Cc1ccc(C(=O)COC(=O)c2nc(Cl)ccc2Cl)cc1 |
| -10% | 3% | -14% | -3% | 9 | 20% | -8% | 112%[activator][59 µM] | 22% | O=c1oc2ccc3ccccc3c2cc1-c1nnc(Nc2ccccc2)s1 |
| -24% | -20% | -8% | -13% | 1 | 9% | 50µM* | 5%[12.7 µM] | 20%[57 µM] | Cc1nnc(NC(=O)CSCc2cc(=O)c3ccccc3[nH]2)s1 |
| 15%[57.1 µM] | 11% | 3% | 23% | 0 | -1% | -21% | 5%[59 µM] | 45%[activator] | CCN(CC)S(=O)(=O)c1ccc(C(=O)OCC(=O)Nc2ccc(-c3nc4ccc(C)cc4s3)cc2)cc1 |
| -1% | 10% | -1% | -20% | 2 | -5% | -11% | -27% | 34% | Cc1[nH]nc(NCCO)c1[N+](=O)[O-] |
| -11% | 10% | / | -10% | -1 | -8% | -6% | -10% | 26% | Cc1nn(C)c(C)c1CNC(=O)c1nn2c(c1Cl)NC(c1cccs1)CC2C(F)(F)F (stereo not given) |
| -4% | -5% | -9% | -4% | -5 | -2% | -22% | 21% | 20% | CN(C)CC(=O)c1c(N)n(Cc2ccccc2)c(=O)n(C)c1=O |
| -21% | 1% | 0% | -1% | 1 | 49%[activator] | ? | 6%[0.501 µM] | 26% | COc1ccc(S(=O)(=O)N2CCCCCC2)cc1NC(=O)CN1C(=O)NC(C)(c2ccc(C)cc2)C1=O (stereo not given) |
| -15% | -14% | 8% | 13% | -2 | 5% | -10% | -8%[59 µM] | 29% | O=C(NCc1ccccc1)c1ccc(CS(=O)(=O)c2c(Cl)cccc2Cl)o1 |
| ? | -36% | -2% | 12% | 0 | -2% | -24% | 16%[2.33 µM] | -2% | CCOC(=O)c1cc(-c2ccccc2C)n(CC2CC(c3cccc([N+](=O)[O-])c3)=NO2)n1 (stereo not given) |
| 12% | 0% | -4% | 4% | 5 | -1% | -17% | 9%[12.7 µM] | 35% | COc1ccc(C)cc1NS(=O)(=O)c1ccc(Cl)nc1 |
| -9% | -4% | -9% | 1% | -15 | -5% | -21% | 9%[12.7 µM] | 12% | Cc1cc(C)c(OCC(=O)OC(C)C(=O)NC2CC2)c(C)c1 (stereo not given) |
| 4% | 5% | -11% | 0% | -1 | 0% | -8% | -1% | 30% | O=C(CCC(=O)Nc1ccc(Oc2ccccc2)cc1)NCCO |
| -14% | ? | i | 0% | -3 | 29% | -13% | ? | 53%[activator] | O=C(Nc1ccccc1)c1ccc(-c2ccc(Br)cc2)o1 |
| -1% | -2% | -1% | 1% | 1 | 9% | 5% | ? | 44%[activator] | COc1ccc2c(c1)C1NC(=S)NC(C)(O2)C1C(=O)Nc1ccc(C)cc1C (stereo not given) |
| ? | 50µM* | -17% | ? | ? | 5% | 18µM* | 50µM* | 7% | CC1CCC2(CC1)NC(=O)N(CC(=O)Nc1sc3c(c1C(N)=O)CCC3)C2=O (stereo not given) |
| -22% | / | 6% | 3% | -1 | 0% | -7% | / | 39% | CN(C(=O)c1cccc(NC(=O)Cc2ccc(NC(=O)C3CCN(C(=O)C4CCCC4)CC3)cc2)c1)C1CCC1 |
| -4% | -4% | -3% | 1% | 0 | -3% | 2% | 8%[59 µM] | 26% | Cn1c(=O)oc2cc(S(=O)(=O)NCCC(=O)NC3CCCc4ccccc43)ccc21 (stereo not given) |
| -14% | / | 3% | 17% | 0 | -8% | -21% | / | 26% | Cn1cnnc1SCC(=O)NCCC1=CCCCC1 |
| -16% | 0% | 5% | 4% | 0 | 8% | 4% | 28µM* | 35% | O=C(CSc1nnc(-c2ccncc2)n1Cc1ccco1)Nc1nc(-c2ccccc2)cs1 |
| -3% | 9% | 1% | 0% | -9 | ? | 2% | -8%[59 µM] | 58%[activator] | O=C1CCCC(O)=C1C1NCCc2ccccc21 (stereo not given) |
| -17% | 0% | i | 0% | -11 | 12% | -16% | ? | 16% | C=CCn1c(N)c(-c2nc3ccccc3n2C)sc1=S |
| ? | -39% | -3% | -5% | -10 | ? | ? | ? | 9% | O=C(Nc1cccc(-c2cn3ccccc3n2)c1)c1cc2ccccc2oc1=O |
| -6% | -6% | -5% | 15% | -1 | -5% | -6% | / | 13% | Nn1c(COc2ccccc2F)nnc1SCC(=O)NC1CCCC1 |
| -7% | -29% | -1% | 5% | -5 | 6% | ? | ? | 46%[activator] | CC1CC1C(=O)Nc1nc(-c2cccs2)c(-c2cccs2)s1 (stereo not given) |
| -10% | 8% | -5% | 0% | -10 | 3% | -11% | 14% | 35% | Clc1ccc(Cl)c(OCc2cc(-c3ccccc3Cl)on2)c1 |
| 0% | 5% | i | -11% | 2 | 2% | -19% | 3% | 37% | Cc1c(CC(=O)NCCCO)c(=O)oc2cc3c(cc12)CCC(C)(C)O3 |
| 18µM* | -19% | -5% | -9% | 4 | -9% | -7% | ? | ? | CCN(CC)S(=O)(=O)c1cccc(-c2n[nH]c(=S)n2C)c1 |
| -8% | 8% | 0% | 1% | -1 | -3% | 1% | 7% | 16% | CCOc1ccc(S(=O)(=O)NCCC(=O)NCCCSc2ccccc2)cc1 |
| -19% | -6% | -7% | 1% | -3 | 66%[activator] | -7% | 9%[2.33 µM] | 33% | CC1Nc2ncnc(N3CCc4ccccc4C3)c2N(Cc2ccc(Cl)cc2)C1=O (stereo not given) |
| 50µM* | 45µM* | 6% | 1% | 0 | 0% | -6% | 13µM* | ? | Cc1ccc(-c2nc3ccccn3c2Nc2ccc3c(c2)OCCO3)o1 |
| -2% | ? | -1% | 7% | -1 | 2% | -3% | -2%[59 µM] | 20% | CCCN(CCC)CCCNC(=O)c1cnn(-c2ccc(F)cc2)c1-n1cccc1 |
| -7% | 5% | 6% | 8% | 5 | -3% | -11% | -3%[59 µM] | 54%[activator] | Cc1ccc(S(=O)(=O)NCCc2ccccc2)cc1 |
| -18% | -2% | -9% | -4% | 6 | 0% | -12% | / | 49%[activator] | Cc1nn(CCC(=O)NCc2ccc(OC(C)C)cc2)c(=O)c2nn(-c3ccccc3)c(C)c12 |
| 5% | 1% | 1% | 0% | -4 | -2% | -17% | 4% | 40%[activator] | O=C(Nc1ncn[nH]1)c1cc(S(=O)(=O)Nc2cccc(C(F)(F)F)c2)ccc1Cl |
| -15% | 0% | -5% | 1% | -2 | 1% | -15% | 52%[activator] | 20% | CCOC(=O)N1CCN(C(=O)CNC(=O)c2ccc(Br)cc2)CC1 |
| -17% | -10% | i | 17% | -7 | -2% | -17% | 5% | 14% | CNC(=O)c1cccc(NC(=O)C(C)c2ccc3cc(OC)ccc3c2)c1 (stereo not given) |
| -15% | / | -6% | -8% | -1 | -4% | -18% | / | 30% | C[C@H]1COC(=O)[C@H](Cc2ccc(F)cc2)C/C=C\C[C@H](CC(=O)NCCO)C(=O)N1 |
| -7% | -9% | -1% | 8% | -6 | -10% | -17% | ? | -6% | CCOC(=O)c1c(C)[nH]c(C(=O)CN2CCOCC2)c1C |
| -14% | 0% | -2% | -2% | -2 | 3% | -4% | -1% | -7% | COc1ccc2oc(N)c(C=O)c(=O)c2c1 |
| -14% | -23% | -1% | 15% | 0 | -7% | -12% | 8%[59 µM] | 16% | Cc1ccc(N/C(CSC(N)=O)=N/S(=O)(=O)c2ccccc2)cc1 |
| -6% | -12% | i | 3% | -3 | 3% | -25% | -3%[59 µM] | -6% | N#C/C=C(/N)c1ccc(Br)cc1 |
| -27% | -10% | 9% | 4% | 4 | 4% | 0% | / | 9% | CCCC(=O)N/C(N)=N/c1nc(C)c2ccccc2n1 |
| -27% | -24% | -7% | -13% | 1 | -3% | -7% | -36% | 33% | COCc1cc(C)nc2sc(C(=O)NN)c(-n3cccc3)c12 |
| -13% | 12% | -2% | 8% | -2 | -3% | -20% | 15%[59 µM] | 43%[activator] | CCOc1ccc(CC(=O)N2N=C(C)CC2(O)C(F)(F)F)cc1 (stereo not given) |
| ? | -21% | -17% | 0% | -5 | -7% | -15% | 35µM* | ? | NC(=S)NNc1c(F)c(F)c(F)c(F)c1F |
| ? | ? | -6% | -10% | -1 | 7% | -25% | 50µM* | -7% | COc1ccc(-c2[nH]c(-c3ccc(C)cc3)nc2SCC(=O)NC2CCCC2)cc1 |
| 2% | -8% | 1% | -3% | -1 | -16% | -17% | 9%[59 µM] | 36% | Cc1ccccc1NC(c1cccc(Cl)c1)c1nnnn1C1CCCCC1 (stereo not given) |
| -20% | -26% | i | -13% | 5 | -1% | -9% | -16% | 22% | CS(=O)(=O)N1CCC(C(=O)Nc2cccc([N+](=O)[O-])c2)CC1 |
| -8% | / | i | -5% | 4 | 5% | -9% | / | 34% | CSCCC(NC(=O)c1ccccc1Br)C(=O)NNC(=O)c1cc(C)oc1C (stereo not given) |
